Screening results deposited in PubChem BioAssay by several laboratories.
E coli growth = bacterial growth inhibition, counter-screen for AddAB inhibitors; E. coli V3065 growth, OD600 absorbance, 18 h; inhibition, % at 11.9 µM; 330,000 compounds, 0.27% hits;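 active = inhibition above the campaign's mean inhibition across all tested compounds plus 3 SD, cut at about 9.9% in these data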;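 also: uninfected addAB+ strain grown without phage in ampicillin broth; 0% = DMSO wells and 100% = ciprofloxacin 0.95 µg/ml wells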
DAGLB inh = diacylglycerol lipase beta (human) inhibition; inhibition, % at 5.17 µM; Q8NCG7; HEK293T DAGLB membrane lysate, EnzChek fluorogenic substrate; AID 504411; 340,000 compounds, 0.059% hits; in the data active = inhibition above about 34%;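 also: 0% = enzyme with vehicle and 100% = wells lacking enzyme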
PfHsp90 set2 = reduces growth (ATP signal) of yeast expressing P. falciparum Hsp90. S. cerevisiae expressing PfHsp90, BacTiter-Glo ATP, 48 h; yeast lacking PDR1 and PDR3 efflux regulators. inhibition, % at 9.4 µM. 310,000 compounds, 0.32% hits. AID 504621;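 active = every replicate shows inhibition above about 80%, whatever the replicate mean, limit read from the data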;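 also: 0% = DMSO neutral controls and 100% = 20 µM radicicol positive controls; yeast relying on Plasmodium falciparum Hsp90 in place of its own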
Wnt act = activates Wnt/beta-catenin signaling in a reporter cell assay; activator, plate reader; activation, % at 9.35 µM; 300,000 compounds, 1.2% hits; AID 743398; in the data active = activation above about 30%, passing the limit was not always enough;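 also: 0% = neutral control wells and 100% = positive control wells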
CAL PDZ FP = inhibitors of human CAL PDZ peptide binding; 330,000 compounds, 0.02% hits; inhibition, % at 20 µM; purified CAL PDZ, TMR-peptide fluorescence polarization, 1 h;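 active = highest replicate inhibition of at least 40%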;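 also: plate controls were DMSO neutral control wells for no effect and unlabeled competitor peptide control wells for full effect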
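Material: tagged CAL PDZ domain; buffer or medium: 25 mM sodium phosphate pH 7.4, 150 mM NaCl, TCEP, IgG, Thesit; compound dosing: single point, 20 µM; schedule: 1 h incubation at room temperature before polarization reading; measured by: FP readout, S and P plane fluorescence; read-out basis: percent inhibition from loss of millipolarization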
Rtt109 Vps75 = inhibitors of Candida albicans Rtt109/Vps75 histone acetyltransferase | Q5AAJ8 | purified Rtt109/Vps75, ThioGlo CoA-SH fluorescence, 4 h | inhibition, % at 34.9 µM | 330,000 compounds, 0.16% hits | AID 540336;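 active = inhibition of at least 50% in every replicate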
Target sequence (Q5AAJ8 whole entry, looked up): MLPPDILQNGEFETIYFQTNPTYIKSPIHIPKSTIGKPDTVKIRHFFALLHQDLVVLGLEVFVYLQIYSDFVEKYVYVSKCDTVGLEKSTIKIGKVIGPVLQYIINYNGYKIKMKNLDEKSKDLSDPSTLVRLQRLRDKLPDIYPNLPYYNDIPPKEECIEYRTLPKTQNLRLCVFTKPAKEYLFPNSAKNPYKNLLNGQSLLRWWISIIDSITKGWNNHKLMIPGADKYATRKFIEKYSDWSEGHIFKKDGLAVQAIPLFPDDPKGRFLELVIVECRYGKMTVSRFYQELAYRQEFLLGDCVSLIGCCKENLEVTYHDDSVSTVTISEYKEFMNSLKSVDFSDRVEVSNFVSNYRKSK
PvdQ inh = blocks Pseudomonas aeruginosa PvdQ acylase activity; purified PvdQ acylase, fluorescence plate reader; inhibition, % at 10 µM; 340,000 compounds, 0.063% hits; AID 488965; in the data active = inhibition above about 30%, passing the limit was not always enough;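 also: 0% = vehicle neutral wells and 100% = reference inhibitor wells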
AddAB inh = less growth of phage-infected E. coli with AddAB | E. coli expressing H. pylori AddAB, absorbance growth | inhibition, % at 11.9 µM | 330,000 compounds, 0.29% hits | AID 435030; in the data active = inhibition above about 12%;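 also: 0% = vehicle wells of infected cells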
Tat export inh = E. coli Tat transport inhibition; E. coli MC4100 TorA-mCherry Tat export, fluorescence; inhibition, % at 10 µM; 340,000 compounds, 0.036% hits;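 active = mean replicate inhibition at least 50% and at least half of replicates individually reaching 50%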;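 also: exported cargo escapes ClpAP degradation while cytoplasmic cargo is degraded and loses fluorescence; 0% = median of neutral control wells and 100% = median of NaSCN control wells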
phage Ecoli inh = E. coli growth loss with phage present; growth absorbance; inhibition, % at 11.9 µM; 360,000 compounds, 0.26% hits; AID 651602; in the data active = inhibition above about 11%
An asterisk follows results filed as active; i = inactive; . = not tested or not shown.

Screens in order: CAL PDZ FP | AddAB inh | DAGLB inh | PfHsp90 set2 | Wnt act | Tat export inh | E coli growth | PvdQ inh | phage Ecoli inh | Rtt109 Vps75
COc1ccc(N/C=C(\C(C)=O)c2ccc(OC)c(OC)c2)cc1OC
→ -0.2 | 6.3 | 1 | -11 | 15 | -1 | 0.6 | 0 | 3.7 | 2
CCC(C)Sc1cc(C)c(C#N)c2nc3ccccc3n12 (stereo not given)
→ -1.7 | 2.2 | -4 | -7 | . | 4 | -1.3 | -4 | 3.5 | -7
O=C(Nc1ccc(C(=O)N2CCOCC2)cc1)Nc1cccc2ccccc12
→ -2.7 | 4.8 | 2 | 28 | . | 3 | 2.3 | -3 | 1.0 | 0
CCN(CC(=O)N1CCCCCC1)S(=O)(=O)c1ccc(Cl)cc1
→ 1.2 | 3.6 | -1 | . | . | 0 | 1.3 | 0 | 2.6 | -2
O=C(COC(=O)/C=C/c1ccc(Cl)cc1)Nc1ccc2[nH]c(=O)[nH]c2c1
→ -0.2 | 0.7 | 3 | -27 | -3 | 15 | 0.3 | 2 | -0.8 | -11
CC(C)(C)c1nc2ccccc2c(=O)n1N1C(=O)c2ccccc2C1=O
→ -1.2 | 1.6 | -8 | -21 | 0 | 13 | -2.1 | -24 | 1.4 | 3
O=C(N/N=C/c1ccc2c(c1)OCO2)c1ccc2c(c1)OCCO2
→ -2.7 | 6.3 | 1 | 14 | 17 | -1 | 3.3 | -9 | 1.7 | -3
O=S(=O)(NCc1ccccc1F)NCc1ccccc1F
→ -2.9 | 3.5 | 1 | 6 | . | -5 | 4.2 | -10 | 2.9 | .
c1ccc2c(c1)[nH]c1c(NCC3CCCO3)ncnc12 (stereo not given)
→ -1.0 | 0.6 | -4 | -3 | . | 5 | 1.9 | -1 | 1.8 | 1
O=C(/C=C/c1ccco1)NC(=S)Nc1ccccc1O
→ -0.1 | -0.2 | . | -56 | 3 | 4 | -0.4 | -1 | 5.7 | 3
CN(Cc1ccccc1)C(=O)COC(=O)c1cc(=O)c2ccccc2o1
→ -0.4 | 0.2 | 0 | . | -5 | 0 | 0.9 | -8 | 3.9 | 3
Cc1cnc(C(=O)OCC(=O)Nc2ncc(Cl)cc2Cl)cn1
→ 0.0 | 1.2 | -3 | -18 | -2 | -10 | 0.0 | -15 | -3.1 | 5
c1ccc(Cn2nnnc2C(c2ccccn2)N2CCN(c3ccccc3)CC2)cc1 (stereo not given)
→ . | 3.3 | 0 | 5 | . | 12 | 1.0 | -6 | 2.5 | 6
CSc1ccc(C(=S)N2CCCCCC2)cc1
→ -0.2 | 2.5 | -5 | 4 | -2 | -3 | -0.9 | 9 | 5.2 | 14
CCN(CC)S(=O)(=O)c1ccc(C)c(NC(=O)CSc2ncc(C(F)(F)F)cc2Cl)c1
→ -2.2 | 0.7 | -5 | -10 | -11 | -1 | 0.6 | -2 | 2.0 | 0
CC(=O)NCCC(=O)Nc1cc(S(=O)(=O)N2CCOCC2)ccc1Oc1ccccc1
→ -2.1 | -1.6 | 0 | -36 | -6 | -5 | 0.7 | -10 | 2.4 | 0
Cn1c(C(=O)N2CCOCC2)cc2c(=O)n3ccccc3nc21
→ -1.5 | 1.0 | 1 | 6 | 3 | 7 | -1.8 | -4 | -0.1 | i
COc1ccccc1CCN=C(N)NS(=O)(=O)c1ccccc1F
→ 0.2 | -0.1 | 0 | 9 | 2 | -4 | 3.5 | -14 | 2.0 | -3
Cc1ccc2occ(C(=O)c3ccco3)c(=O)c2c1
→ -2.4 | -4.0 | -3 | -58 | 5 | -2 | -2.2 | -10 | -1.6 | 2
Cc1cc(C)c(S(=O)(=O)N2CCN(C(=O)C3CC3)CC2)c(C)c1
→ -2.7 | . | 0 | . | -1 | 3 | . | -6 | -0.5 | -13
COc1ccc(/C=N/n2cnn(Cc3ccccc3Cl)c2=S)cc1
→ 0.1 | -1.9 | -3 | 8 | -6 | 4 | 0.6 | -4 | 3.5 | -4
Cc1cc(C)cc(C(=O)OCC(=O)Nc2ncccn2)c1
→ -0.5 | -0.3 | 0 | -4 | -4 | 10 | 1.8 | -8 | 2.1 | -4
COCCn1c(=S)[nH]c2cc(C(=O)N(CCO)Cc3ccccc3)ccc2c1=O
→ -1.4 | 0.3 | 2 | -83 | 0 | 1 | 0.9 | -6 | 2.5 | 0
O=S1(=O)N=C(N(CCO)/N=C/c2ccncc2)c2ccccc21
→ -0.7 | 2.4 | 1 | -22 | -12 | 20 | 2.2 | -17 | 2.3 | 1
O=Cc1ccc(OCc2cn(CC(=O)c3ccc(O)cc3)nn2)cc1
→ -1.1 | . | -2 | -36 | 0 | -10 | . | -2 | 2.0 | 4
CCNC(=O)CC1C(=O)N(c2ccc(F)cc2)C(=O)N1Cc1ccccn1 (stereo not given)
→ 0.0 | 0.3 | 1 | -5 | . | -7 | -1.2 | -14 | 2.6 | -5
Cc1cc(C(=O)CSc2nnc(CCC(N)=O)n2C)c(C)n1C1CC1
→ -1.5 | . | -1 | -22 | -2 | -3 | . | -10 | -1.2 | -4
O=C(O)/C=C/C(=O)Nc1cccc(C(F)(F)F)c1
→ -1.6 | 0.3 | -2 | 10 | 6 | 0 | 0.4 | 5 | 2.2 | 12
CCOc1ccc(N2C(=O)CC(SCc3nc4ccccc4[nH]3)C2=O)cc1 (stereo not given)
→ -0.6 | 0.5 | 2 | 5 | 0 | -5 | 1.5 | -19 | 1.9 | -3
O=C(NCc1ccccc1)C1CCCN(C(=O)c2ccc(F)cc2)C1 (stereo not given)
→ -2.5 | . | 1 | . | 0 | 3 | . | -6 | 1.2 | -5
O=C(OCC(=O)N1CCc2ccccc2C1)c1ccc(F)cc1Cl
→ -0.2 | 1.2 | -3 | . | 1 | -7 | -0.6 | 4 | 2.0 | -3
O=C1/C(=C\c2ccsc2)NC(=S)N1c1ccccc1
→ -1.1 | -0.8 | 0 | -7 | 7 | 2 | 0.8 | -5 | -2.5 | 5
Cc1noc(C)c1COc1ccc(C(=O)N2CCN(S(=O)(=O)c3cccc(F)c3)CC2)cc1
→ -0.2 | 0.9 | -5 | . | -6 | -5 | 1.2 | -17 | 1.5 | -4
Cc1cccc(C(=O)NNc2ncnc3c2cnn3C)c1
→ -1.4 | 4.5 | 3 | -2 | -1 | 0 | -2.0 | -6 | 2.0 | 9
O=C1CCCN1CCNC(=S)Nc1ccccc1
→ 0.7 | 3.1 | 1 | 14 | -1 | -8 | -1.8 | 4 | -0.4 | 11
Cc1ccc(C(=O)N(CN2CCCC2=O)c2ccccc2)cc1C
→ -0.1 | -1.6 | 1 | . | . | 2 | -0.5 | 9 | 3.3 | -12
O=C(N/N=C/c1ccco1)c1cnccn1
→ 0.6 | 3.9 | -5 | 21 | 1 | -9 | 2.1 | 0 | 0.6 | -5
O=S(=O)(c1ccccc1)N1CCN(c2ncccn2)CC1
→ -2.7 | -0.4 | -3 | 42 | -2 | 25 | -0.8 | -21 | 1.6 | 1
O=c1oc(-c2ccccc2)cc(Cl)c1Cl
→ -2.1 | 0.1 | -19 | 117* | 2 | 1 | -1.4 | 21 | 1.0 | 9
CCCCNC(=O)/C(C#N)=C/c1ccc(F)cc1F
→ -3.2 | -1.5 | -3 | 9 | 0 | 1 | 0.8 | 5 | 3.0 | -2
C=CCn1c2ccccc2c2nnc(SCC(=O)Nc3c(C)n(C)n(-c4ccccc4)c3=O)nc21
→ -0.9 | . | -1 | -2 | . | -1 | . | -19 | 2.1 | 1
CN(CC(=O)Nc1ccccc1)CC(=O)Nc1ccccc1Cl
→ -0.9 | 0.7 | -1 | 20 | 7 | -8 | 0.7 | -18 | 1.1 | -6
O=C(/C=C/c1cccc2ccccc12)NCCC1=CCCCC1
→ -0.9 | 2.2 | -8 | -13 | -5 | 5 | -0.1 | -3 | 2.4 | 0
CCOC(=O)c1ccc(NS(=O)(=O)c2cc(C)ccc2OC)cc1
→ 6.0 | 4.9 | -1 | 8 | -4 | 0 | -1.8 | -17 | 3.0 | 10
O=C(N/N=C/c1cccs1)C1COc2ccccc2O1 (stereo not given)
→ -2.4 | 1.1 | 0 | -8 | -15 | 0 | -0.9 | -6 | -0.8 | 0
CN(c1ccccc1)S(=O)(=O)c1cccc(C(=O)Nc2ccc(N3CCOCC3)cc2)c1
→ -2.6 | . | 6 | -7 | -3 | 13 | . | -25 | 1.5 | -2
CCOc1cc(NC(=S)NCc2ccco2)c(OCC)cc1NC(C)=O
→ 0.7 | 1.8 | 4 | -8 | . | -7 | -2.5 | -7 | -1.6 | 2
CCOC(=O)C1(Cc2cccc(OC)c2)CCCN(C(=O)CSC)C1 (stereo not given)
→ -0.8 | 0.4 | -1 | -5 | 10 | -2 | -1.8 | -4 | 0.6 | 8
O=C(OCC(=O)N1CCCC1)c1ccc(NS(=O)(=O)c2cccs2)cc1O
→ -0.2 | -1.1 | 1 | -6 | 5 | 0 | -0.7 | -9 | 1.2 | -11
O=C(COC(=O)C1CCC(N2C(=O)C3C4CCC(C4)C3C2=O)CC1)c1ccc(F)cc1 (stereo not given)
→ -0.3 | 1.8 | 0 | -10 | -5 | -1 | 0.0 | -11 | 1.7 | -5

The listing continues:
Screens in order: CAL PDZ FP | AddAB inh | DAGLB inh | PfHsp90 set2 | Wnt act | Tat export inh | E coli growth | PvdQ inh | phage Ecoli inh | Rtt109 Vps75
O=C(Oc1ccc2ccc(=O)oc2c1)c1cccs1
→ -2.0 | 3.3 | 2 | -17 | . | 2 | 0.2 | -21 | 4.4 | -3
COc1cc(OC)cc(-c2sc3ccc(OC)cc3c2-c2ccc(OCCN3CCCCC3)cc2)c1
→ -1.2 | -1.9 | 1 | 24 | . | 10 | 0.0 | 1 | . | 0
CCOC(=O)C1=C(c2ccccc2)N2CCS(=O)(=O)N=C2S1
→ -2.4 | 3.5 | 3 | 1 | -15 | -3 | 1.4 | -9 | 0.1 | -1
COc1ccc(CCNC(=O)C2CC3Cn4c(nc5cc6ccccc6cc54)C3N2C)cc1 (stereo not given)
→ -0.7 | 1.9 | 3 | -15 | -2 | -8 | -1.7 | -8 | 2.5 | 5
